RGS4 inh – inhibitors of human RGS4; P49798; HEK293 M3R/RGS4 inducible, Fluo-4 calcium flux; stronger effect = higher value; triggered by carbachol at its EC20; B-score at 10 µM; 310,000 compounds, 0.45% hits; AID 463165;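 active = B-score, a plate-corrected calcium signal, over three deviations above library mean, with baseline fluorescence within five deviations of library mean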;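 note: RGS4 expression induced by doxycycline in cells with stable M3 receptor; B-score is computed from the integrated fluorescence ratio over baseline after carbachol; higher B-score means a larger calcium signal and so more RGS4 inhibition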
KCNK3 inh – human KCNK3 channel inhibition, primary screen; CHO-KCNK3 thallium flux, FluxOR fluorescence; stronger effect = lower value; 340,000 compounds, 0.84% hits; B-score at 10 µM;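 active = B-score under library mean minus 4 SD, starting fluorescence ratio at most library mean plus 5 SD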;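 note: more negative B-score means stronger inhibition of thallium flux through KCNK3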
Target sequence (O14649 whole entry, looked up): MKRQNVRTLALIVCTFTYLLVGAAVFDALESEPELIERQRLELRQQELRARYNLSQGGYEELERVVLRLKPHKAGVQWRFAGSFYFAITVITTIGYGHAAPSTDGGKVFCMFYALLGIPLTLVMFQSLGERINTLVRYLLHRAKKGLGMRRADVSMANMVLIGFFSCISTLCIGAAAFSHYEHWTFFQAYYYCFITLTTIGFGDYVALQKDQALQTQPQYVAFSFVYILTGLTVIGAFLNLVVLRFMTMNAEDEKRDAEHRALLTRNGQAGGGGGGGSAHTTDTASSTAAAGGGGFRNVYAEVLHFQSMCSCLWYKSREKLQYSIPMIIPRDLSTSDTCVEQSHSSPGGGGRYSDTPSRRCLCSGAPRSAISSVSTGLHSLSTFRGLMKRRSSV
KCNK9 inh – blocks the human KCNK9 two-pore domain potassium channel; B-score at 10 µM; HEK293 KCNK9, FluxOR thallium flux fluorescence; stronger effect = lower value; AID 488922; 310,000 compounds, 1.2% hits;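 active = ratio B-score over 3 SD below the library mean, with starting fluorescence within 5 SD of its mean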;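 note: negative B-score means less thallium flux so channel inhibition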
KCNQ1 inh – inhibitors of human KCNQ1 potassium channel; AID 2642; B-score at 10 µM; 310,000 compounds, 1.3% hits; CHO-K1 KCNQ1, FluxOR thallium flux fluorescence; stronger effect = higher value;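 active = compounds whose thallium flux B-score, printed positive for inhibition, exceeds three library SD while starting fluorescence stays within three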;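 note: channel opened by potassium depolarization with thallium stimulus after 20 min compound exposure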
Target sequence (P51787 whole entry, looked up): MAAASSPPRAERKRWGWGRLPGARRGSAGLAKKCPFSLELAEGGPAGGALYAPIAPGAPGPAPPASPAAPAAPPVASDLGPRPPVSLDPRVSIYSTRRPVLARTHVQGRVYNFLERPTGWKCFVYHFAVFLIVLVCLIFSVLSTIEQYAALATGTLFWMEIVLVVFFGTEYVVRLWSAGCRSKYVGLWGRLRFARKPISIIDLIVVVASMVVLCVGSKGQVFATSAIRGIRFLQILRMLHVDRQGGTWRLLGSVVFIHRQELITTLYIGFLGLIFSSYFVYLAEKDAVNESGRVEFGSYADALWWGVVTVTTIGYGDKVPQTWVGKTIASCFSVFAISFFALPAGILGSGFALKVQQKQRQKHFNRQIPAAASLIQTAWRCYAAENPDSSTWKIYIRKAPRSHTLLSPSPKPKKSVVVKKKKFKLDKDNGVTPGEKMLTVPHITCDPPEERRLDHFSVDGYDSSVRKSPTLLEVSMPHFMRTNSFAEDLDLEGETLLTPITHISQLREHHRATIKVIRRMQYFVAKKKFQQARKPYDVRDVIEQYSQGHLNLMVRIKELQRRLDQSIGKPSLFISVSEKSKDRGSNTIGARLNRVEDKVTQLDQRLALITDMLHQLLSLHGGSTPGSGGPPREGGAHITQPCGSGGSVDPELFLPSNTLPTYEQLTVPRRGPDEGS
TMEM16A inh – mouse TMEM16A channel inhibition, primary screen; Q8BHY3; HEK293 TMEM16A/YFP iodide influx fluorescence, ionomycin; AID 588511; 310,000 compounds, 1.2% hits; normalized B-score (activity score, 25-100; higher = stronger inhibition) at 10 µM;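 active = ratio plate-corrected score three or more library SD toward inhibition, starting fluorescence score within five deviations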;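 note: score derived from kinetic fluorescence span divided by baseline fluorescence per well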
KCNQ1 act – potentiates or activates the human KCNQ1 potassium channel. P51787. CHO-K1 KCNQ1, thallium flux FluxOR fluorescence; stronger effect = higher value. B-score at 10 µM. 310,000 compounds, 0.35% hits;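 active = fluorescence ratio B-score, a plate-corrected score, at least three library SD, with initial intensity B-score within 5 SD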
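Assay system: stable KCNQ1 CHO-K1 line; medium: assay buffer, equal DMSO in all wells; timing: 90 min dye loading and 20 min compound exposure, both at room temperature; technique: kinetic FluxOR thallium fluorescence, 10-s 1-Hz baseline, 110-s post-stimulus read; read-out basis: B score of baseline-normalized fluorescence ratio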
hERG protect – hERG (human) protection from proarrhythmic block | CHO-hERG, FluxOR thallium flux, dofetilide IC70 present | activation (rescue from dofetilide block), less the hit threshold, % at 10 µM | 310,000 compounds, 0.51% hits | Q12809;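 active = activation above the mean of controls blocked by dofetilide plus 5 SD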;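 note: thallium influx through hERG after potassium depolarization seen as dye fluorescence rise; in these data hits start at about 4.7%; inactives centre near -7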
ANO1 activ – activates or potentiates the mouse TMEM16A chloride channel; Q8BHY3; 340,000 compounds, 0.3% hits; B-score at 10 µM; HEK293 TMEM16A/YFP-H148Q/I152L, iodide quench fluorescence; stronger effect = lower value; AID 623877;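 active = fluorescence-ratio B-score plate-corrected deviation score at least 3 library SD below zero, with starting fluorescence score within 5 deviations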;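 note: channel opened by trigger with iodide after compound preincubation; score built on the fluorescence ratio of max minus min over baseline; more negative score means more quench and so TMEM16A activation or potentiation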
RGS4 pot – potentiators or activators of RGS4. HEK293 M3R/inducible RGS4, carbachol calcium flux Fluo4; stronger effect = lower value. B-score at 10 µM. 310,000 compounds, 0.92% hits. AID 463111;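 active = B-score of the integrated calcium signal more than 4 SD below the library mean, with starting fluorescence not abnormally high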;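 note: negative B-score means reduced calcium response which marks RGS4 activation or potentiation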
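Test system: HEK293 cells with stable M3R and inducible RGS4; also added: carbachol at ECmax as muscarinic agonist stimulus; schedule: dye loading 30 min 37 °C, buffer rest 30 min RT; technique: kinetic calcium fluorescence imaging with Fluo4-AM dye, 2 µM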
MrgX1 PAM – allosterically activates human MrgX1 receptor signaling; Q96LB2; MrgX1-HEK293, Fluo-4 calcium flux, FDSS; stronger effect = higher value; B-score at 10 µM; 310,000 compounds, 0.63% hits;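 active = plate-corrected calcium response at least 3 library SD above typical, normal starting fluorescence, not activating the receptor alone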;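 note: compound read alongside a low EC10 to EC30 dose of BAM8-22 agonist; peak minus trough fluorescence over baseline measured at the second addition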
MrgX1 agonist – agonists of human MrgX1 receptor | MrgX1-HEK293 cells, Fluo-4 calcium fluorescence, agonist mode; stronger effect = higher value | Q96LB2 | AID 588627 | 310,000 compounds, 0.44% hits | B-score at 10 µM;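 active = calcium response B-score plate-corrected fluorescence ratio at least 3 library SD, with starting fluorescence B-score inside 5 SD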
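Test system: HEK293 cells stably expressing human MrgX1 receptor; amount: 15,000 cells per well; doses: compound delivered in addition one of three; times: overnight plating before 1 h dye loading; detection: Fluo-4 NW calcium-flux fluorescence, kinetic read; read-out basis: B-scored fluorescence response ratio; controls: positive and negative controls per plate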
* hit, by the source's call; i = inactive; . = not tested or not shown. Not a hit list; any-hit rate near 6.3%.

Under each structure – MrgX1 agonist | KCNQ1 act | RGS4 inh | MrgX1 PAM | ANO1 activ | KCNQ1 inh | KCNK9 inh | TMEM16A inh | RGS4 pot | hERG protect | KCNK3 inh
1. O=C(NCCCn1ccnc1)C1CCN(S(=O)(=O)c2ccc(F)cc2)CC1
  i | i | i | i | i | i | i | i | i | -5.0 | i
2. C=C1C(=O)C=C[C@]2(C)C[C@@H]3OC(=O)[C@](C)(O)[C@H]3C[C@@H]12
  i | i | i | i | i | i | i | i | i | -5.1 | i
3. CCCn1c(C(C)NS(=O)(=O)c2ccccc2)n[nH]c1=S (stereo not drawn)
  i | i | i | i | i | i | i | i | i | -0.6 | i
4. Cc1c(NC2=CC(=O)CCC2)c(=O)n(-c2ccccc2)n1C
  i | i | i | i | i | i | i | i | i | -13.3 | i
5. CCCn1c(SC(C)C(=O)NCC2CCCO2)nc2sc3c(c2c1=O)CCC3 (stereo not drawn)
  i | i | i | i | i | i | i | i | i | -16.4 | i
6. O=c1[nH]c(SCCOc2ccccc2F)nc2ccccc12
  i | i | i | i | i | i | i | i | i | -19.1 | i
7. CC(C)NC(=O)CN(C(=O)CCC(=O)Nc1nccs1)c1ccc2c(c1)OCO2
  i | i | i | i | i | i | i | i | i | -3.4 | i
8. Cc1n[nH]c(C)c1-c1nc2ccccc2[nH]1
  i | i | i | i | i | i | i | i | i | -3.4 | i
9. Cc1ccc2c(C)nc(SC(C(=O)c3ccccc3)c3ccccc3)nc2c1 (stereo not drawn)
  i | i | i | i | i | i | i | i | i | -8.4 | i
10. CC(C)=CC1C(C(=O)Nc2ccc(Br)cn2)C1(C)C (stereo not drawn)
  i | i | i | i | i | i | i | i | i | -7.8 | i
11. Cc1cc(C)cc(NC(=O)c2ccc(CN3CCc4ccccc4C3)cc2)c1
  i | i | i | i | i | i | i | i | i | -3.1 | i
12. C=C(C)COc1ccc2c(C)c(CC(=O)OC)c(=O)oc2c1C
  i | . | . | i | i | . | . | i | . | . | i
13. CCOc1cccc2sc(N(CCN(C)C)C(=O)c3cc4ccccc4cc3OC)nc12
  i | i | i | i | i | 9* | i | i | i | -10.9 | i
14. C/C(=N\O)C(C)NC(=O)c1ccccc1 (stereo not drawn)
  i | i | i | i | i | i | i | i | i | -4.8 | i
15. CCOc1ccc(CCNC(=O)c2cccc(S(=O)(=O)N3CCCCC3)c2)cc1OCC
  i | i | i | i | i | i | i | i | i | -6.9 | i
16. Cc1ccccc1-n1nnnc1SCC(=O)Nc1ccc(N2CCN(C)CC2)cc1
  i | i | i | i | i | i | i | i | i | -8.7 | i
17. Cc1ccc(C(=O)N/N=C(/CC(=O)c2cccs2)C(F)(F)F)cc1
  i | 13* | i | i | i | i | i | i | i | 16.4* | i
18. COc1ccc(CCNC(=O)CSc2cn(Cc3ccccc3)c3ccccc23)cc1OC
  i | i | i | i | i | i | i | i | i | -6.3 | i
19. CCOC(=O)C1=C(C)N(CCCC(=O)O)C(=O)NC1c1ccc(OC)cc1 (stereo not drawn)
  i | i | i | i | i | i | i | i | i | -0.6 | i
20. O=C(CSc1nnc(-c2ccncc2)n1-c1ccc(F)cc1)NC(=O)NCc1ccco1
  i | i | i | i | i | i | i | i | i | -5.2 | i
21. Cc1c(CCO)c(=O)n(-c2ccccc2)n1S(=O)(=O)c1c(Cl)cc(Cl)cc1Cl
  i | i | i | i | i | i | i | i | i | -15.3 | i
22. COc1ccc(C2CC(=O)c3cnn(-c4nc(C)cc(C)n4)c3C2)cc1 (stereo not drawn)
  i | i | i | i | i | i | i | i | i | -9.7 | i
23. CCOc1ccccc1NC(=O)CCC(=O)O
  i | i | i | i | i | i | i | i | i | -2.9 | i
24. O=C(O)c1cc2c(cc1NC(=O)c1c(F)cccc1F)OCCCO2
  i | i | i | i | i | i | i | i | i | -0.4 | i
25. ONC(=Nc1ccccc1)c1ccc(Cl)cc1
  i | i | i | i | i | i | i | i | i | -15.5 | i
26. Cc1noc(C)c1C(=O)Nc1nc(-c2ccc([N+](=O)[O-])cc2)cs1
  i | i | i | i | i | i | i | i | i | -12.5 | i
27. CC(C)N(Cc1ccccc1)S(=O)(=O)N(C)C
  i | i | i | i | i | i | i | i | i | -6.7 | i
28. CCC(C)(C)n1nnnc1CN1CCSCC1
  i | i | i | i | i | i | i | i | i | -10.1 | i
29. Cc1cc(Nc2ccc(C)c(F)c2)n2ncnc2n1
  i | i | i | i | i | i | i | i | i | -10.5 | i
30. O=C(CCCN1C(=O)S/C(=C/c2ccccc2)C1=S)Nc1ccc(C(=O)O)cc1
  i | i | i | i | i | i | i | i | i | -4.1 | i

Next entries.
Under each structure – MrgX1 agonist | KCNQ1 act | RGS4 inh | MrgX1 PAM | ANO1 activ | KCNQ1 inh | KCNK9 inh | TMEM16A inh | RGS4 pot | hERG protect | KCNK3 inh
31. CN(CCCNC(=O)Cn1cc2c(n1)CCCC2)C1CCCCC1
  i | i | i | i | i | i | i | i | i | -8.4 | i
32. O=C(CSc1nnc(Cc2ccccc2)n1-c1ccccc1)N1CCOCC1
  i | i | i | i | i | i | i | i | i | -14.4 | i
33. CCC(OC(=O)c1nsc(Cl)c1Cl)C(=O)NCCOC (stereo not drawn)
  i | i | i | i | i | i | i | i | i | -3.1 | i
34. O=C(NC(=S)NCc1ccccc1)c1ccc(Br)o1
  i | 59* | i | i | i | i | i | i | i | 39.1* | i
35. C=C(C)C(=O)Nc1nnc(-c2cccs2)s1
  i | i | i | i | i | i | i | i | i | -10.9 | i
36. COc1ccc(CCN2C(=O)C3C4CC(C5C(C(N)=O)=NOC45)C3C2=O)cc1OC (stereo not drawn)
  i | i | i | i | i | i | i | i | i | -10.8 | i
37. CC1=C(C(=O)NC2CC(C)(C)Cc3c2cnn3-c2ccc(C)cc2)OCCO1 (stereo not drawn)
  i | i | i | i | i | i | i | i | i | -1.5 | i
38. CCCOc1ccc(N2CC(C(=O)Nc3ccccc3C(=O)NCc3ccco3)CC2=O)cc1 (stereo not drawn)
  i | i | i | i | i | i | i | i | i | -11.2 | i
39. Cc1cccc(NC(=S)NC2CCCCCC2)c1C
  i | i | i | i | i | i | i | i | i | -4.8 | i
40. Cn1c(=O)n(C)c2cc([N+](=O)[O-])c(N3CCN(CCO)CC3)cc21
  i | i | i | i | i | i | i | i | i | -14.5 | i
41. Nc1nc2nc[nH]c2c(=O)[nH]1
  i | i | i | i | i | i | i | i | i | -5.0 | i
42. COc1ccc(OCC(=O)N/N=C/c2ccncc2)cc1
  i | i | i | i | i | i | i | i | i | -1.0 | i
43. Nc1cc(C(=O)OCC(=O)NCc2ccco2)ccc1Cl
  i | i | i | i | i | i | i | i | i | -9.2 | i
44. COCc1cc(Sc2ccc(Br)cc2)nc(-c2ccccc2)n1
  i | i | i | 8.87* | i | i | i | i | i | -3.4 | i
45. O=C(O)C1SCCN1S(=O)(=O)c1ccc2ccccc2c1 (stereo not drawn)
  i | i | i | i | i | i | i | i | i | -5.8 | i
46. C#CCOCCOCCOCCNc1nc(OC)nc(N2CCN(C(=O)[C@H](CCCCN)n3cc(C(N)CO)nn3)CC2)n1 (stereo partly drawn)
  . | i | i | . | . | i | i | . | i | -1.6 | .
47. CN(C)c1ccc(C2CNC(c3ccc(Cl)c([N+](=O)[O-])c3)c3[nH]c4ccccc4c32)cc1 (stereo not drawn)
  i | i | i | i | i | i | i | i | i | -18.2 | i
48. CNC(=O)c1sc(=S)n(-c2ccc(OC)cc2)c1N
  i | i | i | i | i | i | i | i | i | -7.8 | i
49. N#Cc1ccc(NC(=O)c2cccs2)nc1
  i | i | i | i | i | i | i | i | i | -3.5 | i
50. COc1ccc(Cl)cc1S(=O)(=O)N1CCN(C(=O)c2ccco2)CC1
  i | i | i | i | i | i | i | i | i | -4.5 | i
51. COc1cc(C(O)c2nc3ccccc3s2)cc(OC)c1OC (stereo not drawn)
  i | i | i | i | i | i | i | i | i | -7.9 | i
52. Cc1nc(NC(=O)/C=C/c2ccccc2)sc1C(=O)N1CCCCC1
  i | i | i | i | i | i | i | i | i | -9.3 | i
53. COc1ccc(Cn2nnnc2C(c2ccccc2Cl)N2CCN(C)CC2)cc1 (stereo not drawn)
  . | i | i | . | i | i | i | . | i | -4.5 | i
54. Cc1ccc(OCC(=O)NNC(=O)CCC(=O)NCc2ccccc2)cc1
  i | i | i | i | i | i | i | i | i | -8.7 | i
55. Cc1cccc2cc(COC(=O)c3ccco3)c(=O)[nH]c12
  i | i | i | i | i | i | i | i | i | -5.5 | i
56. O=C(O)C1=C[C@@H](C2CCCCC2)C[C@@H](OCc2ccc(CO)cc2)O1
  i | i | i | i | i | i | i | i | i | -5.1 | i
57. CC1CN(C(=O)c2cc(S(=O)(=O)N3CCN(c4ccccc4)CC3)ccc2Cl)CC(C)O1 (stereo not drawn)
  i | i | i | i | i | i | i | i | i | -11.8 | i
58. COc1cc(/C(C)=N/NC(=O)C(O)(c2ccccc2)c2ccccc2)ccc1O
  i | i | i | i | i | i | i | i | i | -10.5 | i
59. C=CCc1ccc(OCc2ccc(C(=O)Nc3ccc(NC(C)=O)cc3)o2)c(OC)c1
  i | i | i | i | i | i | i | i | i | -5.0 | i
60. Cc1[nH]c2ccccc2c1C(=O)COC(=O)Cn1c(C(F)(F)F)nc2ccccc21
  i | i | i | i | i | i | i | i | i | -9.3 | i

Remaining list, next part.
Under each structure – MrgX1 agonist | KCNQ1 act | RGS4 inh | MrgX1 PAM | ANO1 activ | KCNQ1 inh | KCNK9 inh | TMEM16A inh | RGS4 pot | hERG protect | KCNK3 inh
61. O=C(Nc1nc2ccccc2s1)c1ccc(N2CCCCC2)c([N+](=O)[O-])c1
  i | i | i | i | i | i | i | i | i | -9.4 | i
62. Cc1c(CCOC(=O)CC23CC4CC(CC(C)(C4)C2)C3)sc[n+]1CC(=O)c1ccccc1
  i | i | i | i | i | 11* | i | 100* | i | -18.0 | i
63. O=C(COC(=O)C1=COCCO1)Nc1ccccc1
  i | i | i | i | i | i | i | i | i | -4.4 | i
64. CCCCCCNC1=NCCS1
  i | i | i | i | i | i | i | i | i | -2.8 | i
65. COc1ccc(NC(=O)CSc2nc(C3CC3)nc3ccccc23)cc1
  i | i | i | i | i | i | i | i | i | -4.9 | i

Assay outcomes from PubChem.
